Bioassay records: PubChem, Fisher Drug Discovery Resource Center
mcGAS lum – blocks mouse cGAS activity; AID 1259399; Q8C6L5; 0.15% of 160,000 active; recombinant cGAS, Kinase-Glo ATP depletion luminescence; inhibition, % at 12.5 µM;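 also: 0% = negative control wells and 100% = reference inhibitor with no enzyme activity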
NPYLR7 ag – activates Aedes aegypti NPYLR7 receptor. AID 1259423. activation, % at 10 µM. HEK293T NPYLR7/Galpha15, GCaMP6s calcium fluorescence. 0.15% of 270,000 active; in the data active = activation above about 40%;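 also: 0% = vehicle and 100% = reference agonist at the receptor; some compounds past the cut are filed as inactive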
hcGAS inh – inhibitors of human cGAS. Q8N884. recombinant h-cGAS, ATP depletion, Kinase-Glo luminescence. inhibition, % at 12.5 µM. 0.081% of 290,000 active;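 also: 0% = vehicle reaction and 100% = reaction without DNA for no activity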
Target sequence (Q8N884 whole entry, looked up): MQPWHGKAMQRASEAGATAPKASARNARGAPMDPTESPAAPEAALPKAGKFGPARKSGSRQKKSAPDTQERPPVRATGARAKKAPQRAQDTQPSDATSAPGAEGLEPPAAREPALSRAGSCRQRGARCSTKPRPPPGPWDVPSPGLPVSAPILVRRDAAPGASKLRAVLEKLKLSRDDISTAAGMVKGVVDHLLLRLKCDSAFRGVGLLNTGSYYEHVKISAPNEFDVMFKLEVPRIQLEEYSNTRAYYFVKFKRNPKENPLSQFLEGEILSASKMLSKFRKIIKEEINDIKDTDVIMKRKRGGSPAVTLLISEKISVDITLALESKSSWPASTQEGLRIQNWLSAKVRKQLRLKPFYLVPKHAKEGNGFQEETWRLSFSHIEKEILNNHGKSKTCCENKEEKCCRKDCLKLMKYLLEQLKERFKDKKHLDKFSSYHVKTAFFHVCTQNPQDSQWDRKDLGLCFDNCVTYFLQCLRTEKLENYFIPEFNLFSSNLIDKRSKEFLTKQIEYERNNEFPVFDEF
The depositor's hits bear a star; / = no result given; & = joins results of further samples. Rule as the data show it, unless noted: active = inhibition above about 40%; inactive = the rest.

Values run as follows: mcGAS lum, NPYLR7 ag, hcGAS inh
1: Cc1cccc(NC(=O)Cn2ccc3ccn(Cc4ccccc4C)c3c2=O)c1
→ /, -7, -2
2: CCOC(=O)C(c1cc(C)cc(C)c1)C1C=CC(NC(=O)c2cccc(OC(F)(F)F)c2)C1 (stereo not drawn)
→ 1, 3, 3
3: CCn1ccc(C(=O)Nc2sccc2C(=O)NC)n1
→ /, -1, 2
4: CC(=O)NCCNc1nc(NCC2CC2)nc2cc(-c3ccccc3)sc12
→ /, 1, 4
5: CC(C)CC(c1ncnn1C)n1cc(-c2ccc3c(c2)OCCO3)nn1 (stereo not drawn)
→ -3, 2&-2, -6&-2
6: COCCCNC(=O)c1ccccc1N1CCC(NC(=O)c2ccc(OC)cc2OC)CC1
→ -3, -10, 1
7: c1cnc(Sc2ccc(CNCc3noc(C4CCCO4)n3)o2)nc1 (stereo not drawn)
→ /, 0, -3
8: CCC1CCCN(Cc2nc3c(cnn3-c3ccccc3)c(=O)[nH]2)C1 (stereo not drawn)
→ /, -22, 2
9: CCOc1cc(S(=O)(=O)n2ccnc2CC)c(C)cc1C
→ /, 4, -4
10: CN(Cc1ccsc1)Cc1nc(-c2cccc(Cl)c2)no1
→ -4, 15, 2
11: C/C(=C/C(=O)N1CCCC1C(N)=O)c1ccccc1OC(F)F (stereo not drawn)
→ /, 7, -5
12: O=C(NCCNc1nc(-c2ccccc2Cl)nc2ccccc12)Nc1ccc(F)cc1F
→ 2, 18, 12
13: CCOCCOC1CCCN(C(=O)c2cccc(F)c2)C1 (stereo not drawn)
→ -3, -5, -5
14: Cc1nnnn1CCC(=O)N1CCC(c2nnc3n2CCCCC3)CC1
→ -7, /, -13
15: O=C(c1ccc2c(c1)ncn2CCO)N1CCCC(CCc2ccccc2)C1 (stereo not drawn)
→ -14, 7, -6
16: N#CCCN(CCC#N)C(=O)C1CCCO1 (stereo not drawn)
→ /, 7, -8
17: CS(=O)(=O)N(CC(=O)OCc1ccccc1Br)c1cccc(Cl)c1
→ /, 4, -8
18: CCS(=O)(=O)Nc1ccc(C2=NN(S(C)(=O)=O)C(c3ccco3)C2)cc1 (stereo not drawn)
→ -8, 13, -4
19: CC(C)(C)C(=O)NCCc1nc2ccccc2n1Cc1ccccc1
→ /, -11, 3
20: N#CCOC(=O)C(=Cc1cccs1)c1cccs1
→ -2, -1, 1
21: COc1cc(C(=O)OCC(=O)NC2CCCCC2)cc2c1OCCO2
→ /, -3, 4
22: CCn1c(C2CCNCC2)nn(Cc2ccc(C(F)(F)F)nc2)c1=O
→ /, 3, 3
23: Cc1cc(C)c2c(c1C(=O)N1CCC3(CC1)OCCO3)CC(C)(C)C2=O
→ -2, 6, 2
24: CC(C)n1cc(-c2c(-c3ccccc3)ncn2CCc2cnc[nH]2)cn1
→ -13, -7, -6
25: C=CCn1c(=O)c2c(nc3n(-c4ccccc4Cl)c(C)cn23)n(C)c1=O
→ /, -1, -2
26: CCN(CC)C(=O)Cn1cc(SCC(=O)NCc2ccccc2)c2ccccc21
→ -8, 2, -6
27: CN(C)c1ccc(-c2nnc(NC(=O)C(Cc3ccccc3)NC(=O)c3cc(Cl)cc(Cl)c3)s2)cc1 (stereo not drawn)
→ 1, -7, 6
28: Cc1cc(C)cc(NS(=O)(=O)CC23CCC(CC2=O)C3(C)C)c1 (stereo not drawn)
→ /, 6, -5
29: CCCCn1c(=O)[nH][nH]c1=S
→ /, -2, 3
30: CCOC(=O)C1(Cc2ccccc2C(F)(F)F)CCN(C(=O)C2CC23CCC3)CC1 (stereo not drawn)
→ /, 3, -3

Compound profiles (already shown). Order of screens: mcGAS lum	NPYLR7 ag	hcGAS inh
CS(=O)(=O)N(CC(=O)OCc1ccccc1Br)c1cccc(Cl)c1 is entered as /	4	-8
CCN(CC)C(=O)Cn1cc(SCC(=O)NCc2ccccc2)c2ccccc21 is entered as -8	2	-6
COc1cc(C(=O)OCC(=O)NC2CCCCC2)cc2c1OCCO2 is entered as /	-3	4
C=CCn1c(=O)c2c(nc3n(-c4ccccc4Cl)c(C)cn23)n(C)c1=O is entered as /	-1	-2

Other compounds:
Values run as follows: mcGAS lum, NPYLR7 ag, hcGAS inh
31: O=C(CSc1nnnn1C1CCCC1)N(Cc1ccccc1F)C1CC1
→ /, 6, -4
32: COc1ccc(CCC(=O)N2CCCN(C(=O)C(C)NC(=O)c3ccco3)CC2)cc1 (stereo not drawn)
→ -15, 0, -5
33: CC(=NNC(=O)C1CCCCC1)c1ccccc1O
→ /, 1, -8
34: CCCN(CCC)c1cc(Cl)nc(SCc2cccc(C(=O)N3CCC4(CC3)OCCO4)c2)n1
→ 0, -2, 5
35: CC1=C(C(=O)OC(C)C)C(c2ccsc2)N2C(CC(=O)NCCN3CCOCC3)=CSC2=N1 (stereo not drawn)
→ -5, /, -8
36: CCC(C(=O)N1CCN(c2ccc3nnc(-c4ccco4)n3n2)CC1)c1ccccc1 (stereo not drawn)
→ /, -6, -13
37: CC1=C(C)OC2=C(O1)Oc1c(cc(C#N)nc1N)C21CCSCC1
→ /, 23, -3
38: CCN1C(C(=O)c2ccccc2)=C(NC(=O)COc2ccc(C)cc2)c2ccccc2S1(=O)=O
→ /, 7, -8
39: CCCCCCCCCC(=O)N(Cc1ccc(OC)c(OS(=O)(=O)c2cccc(C(F)(F)F)c2)c1)Cc1ccco1
→ -4, 2, -8
40: CC(C)N1CCN(C(=O)CCc2csc(N)n2)CC1C (stereo not drawn)
→ /, 5, -4
41: CCc1cnc(C)nc1NCCNc1nc(C)cc(=O)[nH]1
→ /, 1, -7
42: COCCOC(=O)CSc1ncn[nH]1
→ -6, 4, 2
43: N#CC(C=Nc1ccc2c(c1)OCO2)c1nc(-c2ccc3c(c2)OCO3)cs1 (stereo not drawn)
→ /, 0, -7
44: CC(C)C(=O)N(CCN(C)C)Cc1nccn1Cc1ccc(Cl)c(Cl)c1
→ -4, 4, -7
45: Oc1ccc(-c2noc(/C=C/c3ccc(Cl)cc3)n2)cc1
→ /, 0, 3
46: Cc1ccn(-c2ccc(N3CCN(C(=O)c4ccc(C(C)(C)C)cc4)CC3)nn2)n1
→ -7, -3, -2
47: O=C(NCC1CC1)C1CCCN(C(=O)C2(c3ccccc3F)CC2)C1 (stereo not drawn)
→ /, -4, -3
48: O=C(Nc1c(-c2ccccc2)nc2ccccn12)C1CCCCC1
→ -6, -5, -6
49: O=C1CSC2=NCN(c3ccccc3)CN12
→ -3, 1, -8
50: Cc1ccc2[nH]cc(CN3CCC(n4cc(CN5CCOCC5)nn4)CC3)c2c1
→ /, 21, -7
51: CCn1nc(C(=O)O)c2c1CCC(NCc1c(OC)cccc1OC)C2 (stereo not drawn)
→ /, 19, -9
52: CCCC(=O)NCCc1c2n(c3ccc(OC)cc13)Cc1ccccc1-2
→ -3, 2, 2
53: O=C1NCC(C(=O)Nc2ncc(Cc3ccc(F)cc3)s2)N1 (stereo not drawn)
→ /, -1, -3
54: Nc1ccc(N2CCCC2)c(C(=O)NCc2cccnc2)c1
→ -8, 3, -4
55: Cc1ccc(S(=O)(=O)CCC(=O)N2CCCC2C2CCCCC2)cc1 (stereo not drawn)
→ -19, -6, -7
56: CC1CCN(C(=O)C2CCN(Cc3c(-c4ccco4)nc4ncccn34)CC2)CC(C)(C)C1 (stereo not drawn)
→ /, 1, 2
57: CCc1noc(C)c1C(=O)OCC(=O)c1cc(C)n(C2CC2)c1C
→ /, 17, -3
58: O=C(C1CCC(=O)N1S(=O)(=O)c1ccc(Cl)cc1)N1CCCCC1 (stereo not drawn)
→ -5, 2, -3
59: CCCc1cc(C(=O)OC)c2ccccc2n1
→ /, 0, -4
60: CCc1cc(=O)[nH]c(-n2nc(C)cc2NC(=O)c2cc(=O)c3ccccc3o2)n1
→ -8, 0, -4
61: Cn1c(Cn2c(=O)sc3ccccc32)nnc1SCc1ccccc1
→ /, 9, -4
62: CC(C)Sc1n[nH]c(=S)s1
→ /, -1, -2
63: COc1ccc(NC(=S)N2CCC(C(=O)NC(c3ccccc3)c3ccc4ccccc4n3)CC2)cc1 (stereo not drawn)
→ -2, 4, -4
64: Cc1ccc(-n2c(=O)[nH]c3c(C(N)=O)nc(C(C)C)nc32)cc1C
→ -3, -6, -3
65: c1ccc2[nH]c(SCCSc3nc4ccccc4[nH]3)nc2c1
→ /, -2, -3
66: CSc1ccc(C(=O)NCc2cccnc2N2CCOCC2)cc1
→ /, 0, -6
67: COC(=O)c1ccc(-c2nc(CN3CCC4(CC3)OCCO4)cs2)cc1
→ /, 4, -7
68: CCCCC(COC)NC(=O)C(=O)Nc1c(F)cccc1F (stereo not drawn)
→ /, 1, -9
69: Cn1ncc([N+](=O)[O-])c1C(=O)Nc1ccc2nc(-c3ccccc3)[nH]c2c1
→ -3, -4, -2
70: COc1ccc(OC)c(NC(=O)Cn2nc(SC)c(-c3nc(-c4ccccc4)no3)c2N)c1
→ -7, -9, -3
71: Cc1onc(-c2c(Cl)cccc2Cl)c1C(=O)Nc1ccc(F)c(F)c1
→ -4, -6, -7
72: CC1Sc2nc(-c3ccccc3)cn2N=C1c1ccc(F)cc1 (stereo not drawn)
→ /, 3, -11
73: O=C(NCc1cccnc1-n1ccnc1)c1ccc(-c2ccccc2)[nH]1
→ -15, 4, 3
74: O=C(c1ccc(NCc2ccncc2)cc1)N1CCCC2(CCNC2)C1 (stereo not drawn)
→ /, 15, -5
75: Cc1ccc(C)c(NC(C)C(=O)Nc2ccc(Cl)cn2)c1 (stereo not drawn)
→ /, 1, -3
76: O=C(Nc1nc2ncccc2cc1-c1ccccc1)c1ccccc1
→ -8, 2, -3
77: COCC(c1ccccn1)N(C)C(=O)CC12CC3CC(CC(C3)C1)C2 (stereo not drawn)
→ -14, -7, -9
78: CCOC(=O)N1CCN(CC(=O)N2N=C(c3ccccc3Cl)CC2c2ccccc2)CC1 (stereo not drawn)
→ -6, -1, -6
79: Cc1ccccc1CCC1CCCN(C(=O)c2cc(=O)n(C)c(=O)n2C)C1 (stereo not drawn)
→ /, 2, -10
80: CCCC12CN(C(=O)c3cc([N+](=O)[O-])ccc3Oc3ccc(OC)cc3)CC1C(=O)NC(=O)N2 (stereo not drawn)
→ -4, -3, -6
81: CCOC(=O)Cn1c(C2CC(=O)N(c3cc(OC)ccc3OC)C2)nc2ccccc21 (stereo not drawn)
→ -9, -2, -6
82: c1ccc2[nH]c(-c3ccc(OCc4nc(CC5CC5)no4)cc3)nc2c1
→ /, 16, -6
83: COc1ccc(-c2nn(-c3ccccc3)cc2CN2CCC(OC)CC2)c(F)c1
→ /, -9, -1
84: Cc1cc(C)n(-c2nc3c(c(=O)n2CC(=O)N(C)c2ccccc2)CCCC3)n1
→ -6, /, -4
85: Cc1cccc(C)c1NC(=O)Nc1ccc(N2CCCC2)c(C(=O)NCCc2ccccc2)c1
→ -4, 1, -7
86: CCC(C)NC(=O)c1ccc(Cl)c([N+](=O)[O-])c1 (stereo not drawn)
→ /, -1, -11
87: CC(C)CCC(=O)N1CCN(c2nc3c(s2)CN(C)CC3)CC1
→ -6, /, -13
88: COCCCN(CC(=O)N(CCc1c[nH]c2ccccc12)Cc1ccc(C(F)(F)F)cc1)C(=O)c1ccc(Br)cc1
→ -5, 20, -4
89: COC1CCC(C(=O)c2ccc3nc4c(cc3c2)CCCO4)CC1 (stereo not drawn)
→ /, 10, -6
90: CC(C)(C)C(=O)N1CCCC(OCc2ccccc2Cl)C1 (stereo not drawn)
→ -3, -10, -5

The listing continues.
Values run as follows: mcGAS lum, NPYLR7 ag, hcGAS inh
91: O=C(NCCc1cccs1)C1CCN(C(=O)c2ccccc2)CC1
→ /, 3, -8
92: COCC(=O)Nc1ccc2c(c1)N(C(=O)c1ccco1)CC2
→ -11, 3, -8
93: CCCCC(NC(C)=O)C(=O)N(C)CCc1ccc(OC)c(OC)c1 (stereo not drawn)
→ -3, -6, -1
94: COc1ccc2[nH]c3c(c2c1)CCN(C(=O)c1sc(Cl)c(Cl)c1Cl)C3c1ccc(COC(C)=O)o1 (stereo not drawn)
→ -9, 11, -18
95: Cc1ccc2[nH]c(CN(C)Cc3nnc(-c4ccccc4)o3)nc2c1C
→ /, -2, -2
96: COc1ccc(C(=O)NCCCNC(=O)[C@H]2CCCN2C(=O)c2cc(C(F)(F)F)cc(C(F)(F)F)c2)cc1
→ -11, /, -3
97: CCn1cc(C(CC(=O)N2CCN(Cc3ccccc3)CC2)c2ccc3c(c2)OCO3)c2ccccc21 (stereo not drawn)
→ -2, -2, -2
98: COc1cccc(-c2cc(-c3ccc(C(=O)NCCc4ccc(F)cc4)cc3)[nH]n2)c1
→ -5, 21, -2
99: COCC1CCCN(C(=O)CCC2(Cc3cc(OC)ccc3F)CCC(=O)N2)C1 (stereo not drawn)
→ /, 1, 1
100: O=C(c1nc(N2CCCC2)nc2c1CCCC2)N1CCCCC1CCc1ccccn1 (stereo not drawn)
→ /, 17, -4
101: CCc1nc(Nc2cccc(C(F)(F)F)c2)c2ccc(Cl)cc2n1
→ -4, 30, -4
102: CCC(C)C1NC(=O)C(CCNCS(=O)(=O)O)NC(=O)C(NC(=O)C(CCNCS(=O)(=O)O)NC(=O)C(NC(=O)C(CCNCS(=O)(=O)O)NC(=O)CCCCC(C)C)C(C)O)CCNC(=O)C(C(C)O)NC(=O)C(CCNCS(=O)(=O)O)NC(=O)C(CCNCS(=O)(=O)O)NC(=O)C(C(C)CC)NC1=O (stereo not drawn)
→ /, -11&-4, -1&0
103: O=C(NC(=S)NCCO)c1ccco1
→ /, -1, 2
104: O=C1C(C(c2ccc([N+](=O)[O-])cc2)N2CCCCC2)Sc2nc(-c3ccco3)nn21 (stereo not drawn)
→ 1, 1, -1
105: CN(CCCN1c2ccccc2CCc2ccccc21)C(=O)Cc1ccc2ccccc2c1
→ -3, -11, -5
